GPR55 beta-arrestin – selective activators of receptor GPR55 – imaging, U2OS cells, beta-arrestin-GFP redistribution, primary screen (AID 1961) | U2OS GPR55 beta-arrestin-GFP redistribution imaging; higher % means a stronger effect | activation, % at 10 µM, or EC50 in µM where a hit was titrated | 0.048% of 290,000 active;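 active = activation above 40% with more than 50 cells counted in the well; inconclusive = wells holding fewer than 50 cells, flagged as toxic or sparse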;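 also: U2OS osteosarcoma cells stably expressing GPR55 and beta-arrestin-GFP; plate controls were DMSO negative control for no effect and LPI positive control for full effect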
NOD2 inhibition – inhibition of NOD2-driven NF-kB reporter – cell-based, luminescence, uHTS, HEK293 (AID 1566). HEK293 NOD2/NF-kB luciferase reporter, luminescence; higher % means a stronger effect. inhibition, % at 4 µM; hits with a dose series show EC50 in µM. 0.63% of 290,000 active; also: many of its hits are not listed in these tables
NOD1 inhibition – NOD1 signaling inhibitors, primary screen, cell-based, luminescence, uHTS (AID 1578) | inhibition, % at 4 µM, or EC50 in µM where a hit was titrated | NOD1-driven NF-kB luciferase reporter cells, luminescence; higher % means a stronger effect | 1% of 290,000 active; in the data active = inhibition mostly above about 36%, no sharp cut-off; inactive = mostly below about 34%;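 also: HEK-293T reporter cells stimulated with the NOD1 agonist gamma-tri-DAP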
M1AAP inhibition – malaria alanyl aminopeptidase activity blockers – biochemical, fluorogenic H-Leu-NHMec substrate, 1536-well (AID 1445); recombinant M1AAP, H-Leu-NHMec fluorogenic kinetic assay; higher % means a stronger effect; 0.42% of 220,000 active; inhibition, % at 30 µM, or IC50 in µM where a hit was titrated;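 active = primary inhibition above the hit cutoff, then over 50% inhibition at one or more dose response concentrations, cut at about 23% in these data, passing the limit was not always enough; inconclusive = conflicting primary data, or primary hits not chosen for dose response; inactive = low primary inhibition, or under 50% at every dose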;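 also: plate controls were DMSO full reaction for no effect and no enzyme background for full effect; strong numbers were not always called active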
Dynein cargo inh – blocks dynein driven cargo transport along microtubules; 3617.4 mouse cells, GR-EGFP nuclear translocation imaging; test concentration mostly 20 µM; stimulated with dexamethasone, 1 µM; active compounds read low; z-score, hits read low; 0.47% of 220,000 active; AID 1381;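 active = plate z-score of nuclear minus cytoplasmic receptor signal below a set negative limit, without overly bright fluorescence or cell loss, cut at about -3.5 in these data, passing the limit was not always enough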;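 also: z-score of nuclear minus cytoplasmic ring GR-EGFP intensity difference per well; some compounds called inactive have numbers as strong as hits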
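Buffer or medium – tet-free medium with charcoal-stripped serum · Signal – automated 10x imaging of fixed Hoechst-stained cells · Also added – dexamethasone agonist, 1.0 µM final, for 30 min · Incubation – induction 48 h, compound 1 h, agonist 30 min · Read-out – GR-EGFP nuclear translocation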
KOR beta-arrestin-1 – KOR antagonists, beta-arrestin recruitment, cell-based, luminescence, uHTS (AID 1778). one-dose inhibition, % at 10 µM; IC50 in µM for titrated hits. KOR beta-arrestin recruitment, luminescence, antagonist mode; higher % means a stronger effect. 0.091% of 290,000 active; also: strong numbers were not always called active
AID2073 – disruptors of CaV2.2 binding to Mint1 – biochemical, HTRF (AID 2073); HTRF protein-protein interaction, Mint1-CaV2.2; higher % means a stronger effect; one-dose inhibition, % at 20 µM; IC50 in µM for titrated hits; 0.19% of 290,000 active; in the data active = inhibition mostly above about 51%, no sharp cut-off; inconclusive = no clear call, values can overlap the other calls; inactive = mostly below about 53%; also: some results filed as inactive read as strong as hits
KOR beta-arrestin-2 – kappa opioid receptor activators – cell-based, luminescence, uHTS, primary screen (AID 1777); activation, % at 10 µM; hits with a dose series show EC50 in µM; KOR beta-arrestin recruitment, luminescence; higher % means a stronger effect; 0.02% of 280,000 active; in the data active = activation above about 50%, passing the limit was not always enough; also: a part of the inactive calls stands beside numbers as strong as those of hits
P. falciparum M17LAP – P. falciparum M17LAP inhibitors, primary screen, biochemical, fluorogenic H-Leu-NHMec substrate, 1536-well (AID 1619); inhibition, % at 30 µM, or IC50 in µM where a hit was titrated; 0.38% of 220,000 active; recombinant M17LAP, H-Leu-NHMec fluorogenic kinetic assay; higher % means a stronger effect;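 active = compound inhibiting the enzyme by more than half at any dose during confirmatory dose-response retesting; inconclusive = strong single-dose inhibitors picked by rank but not retested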;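 also: plate controls were full reaction with DMSO carrier for no effect and no enzyme background for full effect; strong numbers were not always called active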
Dynein cargo inh cytoplasmic EGFP – further read-out of Dynein cargo inh, marked with its call; z-score; measured here: cytoplasmic GR-EGFP intensity; active compounds read high
Dynein cargo inh nuclear GR-EGFP – recorded beside Dynein cargo inh, whose call it bears; z-score; measured here: nuclear GR-EGFP intensity;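 lower value marks the stronger effect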
Dynein cargo inh cell count – recorded beside Dynein cargo inh, whose call it bears; z-score; measured here: cell count per field
* = called active by the depositor; ? = inconclusive; . = not tested or not shown; [ ] = remark or other dose. Rule as the data show it, unless noted: active = inhibition above about 50%; inactive = the rest. Some of the compounds tested, so the mix of outcomes need not match the whole.

entry	mol	GPR55 beta-arrestin	NOD2 inhibition	NOD1 inhibition	M1AAP inhibition	Dynein cargo inh	Dynein cargo inh cytoplasmic EGFP	Dynein cargo inh nuclear GR-EGFP	Dynein cargo inh cell count	KOR beta-arrestin-1	AID2073	KOR beta-arrestin-2	P. falciparum M17LAP
1	FC(F)(F)c1cccc(N2CCc3cn[nH]c32)c1	-0.1%	-4.5%	-5.3%	8.4%	-0.586	-0.2	-0.339	-0.643	-48.2%	-9.8%	2.8%	15.4%
2	CCOCCCNC(=S)Nc1ccc2nc(N3CCCC3)cc(C)c2c1	-0.1%	20.4%	0.2%	3.1%	-0.098	-0.287	-0.514	-0.0477	-15.6%	-9.6%	3.8%	-1.7%
3	CC1=CC(C)(C)N(C(=O)CCl)c2ccccc21	0.0%	10.6%	-0.2%	1.2%	0.816	-0.0312	0.775	-0.162	-13.3%[20 µM]	-10.7%	.	-2.7%
4	CC(C)(C)c1cc(C(=O)NN)n(Cc2ccc(F)cc2)n1	0.3%	-0.1%	-2.7%	3.6%	-0.598	-0.283	-0.693	0.479	7.5%	-1.8%	1.0%	-0.8%
5	COC(=O)c1onc(C(=O)c2ccccc2)c1C(=O)OC	-0.1%	5.7%	-2.7%	5.6%	-0.53	-0.249	-0.00176	0.639	-15.8%	-13.7%	-1.6%	11.2%
6	O=C(O)C1Sc2[nH]c(=O)sc2C2c3cc(Br)ccc3OC(=O)C12 (centres undefined)	0.3%	24.3%	-12.5%	?	-0.229	-0.244	0.243	0.452	-1.6%	2.0%	11.9%	23.4%
7	COc1ccc(NC(=O)c2c(C(F)(F)F)nn(C)c2Cl)cc1	-0.6%	1.2%	-31.7%	13.8%	0.0906	-0.0564	0.136	-1.03	-9.6%	3.7%	-1.6%	-6.2%
8	Cn1ncc2c(Nc3ccc(Cl)cc3)ncnc21	-0.1%	-16.0%	-22.9%	.	.	.	.	.	-29.6%	5.3%	1.1%	.
9	Cc1cccc(N2CCN(C(=O)c3c(C)nn(Cc4ccccc4Cl)c3C)CC2)c1C	-0.1%	14.3%	21.0%	1.8%	-0.471	-0.247	-0.274	1.24	-15.6%	-5.8%	-1.2%	8.5%
10	COc1ccc(OC)c(-c2cc(C(=O)NCc3ccc(Cl)cc3)no2)c1	-0.3%	17.2%	-3.5%	5.7%	-0.611	-0.325	0.43	0.396	-2.6%	37.1%	-0.2%	0.3%
11	CCc1ccc(-c2nc(C(N)=O)c3[nH]c(=O)n(-c4ccccc4OC)c3n2)cc1	-0.1%	-1.7%	14.6%	-4.5%	-0.457	-0.127	-0.0691	0.416	-1.2%	2.7%	-8.8%	3.7%
12	O=C(COC(=O)c1cc[n+]([O-])cc1)NCCc1ccc(Cl)cc1Cl	-0.1%	-3.3%	-34.9%	6.0%	-0.866	-0.245	-1.09	0.675	7.2%	11.4%	1.9%	-7.6%
13	COCCCNC(=O)CS(=O)Cc1nc(-c2cccc(OC)c2)oc1C (centres undefined)	-0.1%	0.8%	16.1%	5.3%	0.3	-0.325	0.314	-0.379	-20.1%	-7.0%	-3.4%	7.2%
14	COc1ccc(NC(=O)C2Cc3ccccc3CN2C(=O)c2ccccc2)cn1 (centres undefined)	-0.1%	-19.1%	-30.0%	9.6%	-0.469	-0.227	-0.0804	0.499	10.0%	-9.7%	-4.4%	6.0%
15	Cc1ccc(-c2nc(CS(=O)CC(=O)NCc3ccc(F)cc3)c(C)o2)cc1 (centres undefined)	-0.1%	-4.6%	-22.1%	.	.	.	.	.	20.2%	-1.5%	-2.7%	.

(next part)
entry	mol	GPR55 beta-arrestin	NOD2 inhibition	NOD1 inhibition	M1AAP inhibition	Dynein cargo inh	Dynein cargo inh cytoplasmic EGFP	Dynein cargo inh nuclear GR-EGFP	Dynein cargo inh cell count	KOR beta-arrestin-1	AID2073	KOR beta-arrestin-2	P. falciparum M17LAP
16	C=CCNC(=O)/C(C#N)=C/c1c(C)nn(-c2ccc(Cl)cc2)c1Cl	0.2%	-8.6%	13.0%	2.8%	1.11	-0.24	0.357	-0.0895	-3.7%	5.2%	1.9%	7.4%
17	COc1cccc(CN(C)CC(=O)NCc2ccccc2Cl)c1	?	-16.0%	8.1%	-0.8%	-0.241	-0.284	-0.264	0.474	5.3%	-2.8%	1.3%	0.5%
18	Cc1ccsc1C(=O)NN=C1CCCCCC1	-0.1%	-3.9%	-22.7%	.	.	.	.	.	7.0%	6.7%	-1.3%	.
19	O=C(CN1C(=O)C2C3C=CC(C3)C2C1=O)OCC(=O)c1ccc(Cl)c([N+](=O)[O-])c1 (centres undefined)	-0.1%	-5.0%	-7.4%	.	.	.	.	.	11.0%	7.2%	1.3%	.
20	COc1cc2c(cc1OC)-c1cc(Nc3ccc(C(=O)O)cc3)nc(=O)n1CC2	-0.3%	21.0%	-1.5%	.	.	.	.	.	16.0%	17.6µM*	-5.0%	.
21	CCNS(=O)(=O)c1ccc(NC(=O)c2cccnc2)cc1	0.6%	-4.8%	-18.0%	3.8%	-0.141	-0.181	0.703	0.0572	29.1%	1.7%	-1.7%	-2.2%
22	COCCNC(=O)COc1ccc(C)cc1C	-0.1%	2.0%	-3.1%	-1.8%	-0.0827	-0.22	0.138	0.358	13.1%	-6.4%	-0.6%	-1.7%
23	COc1ccc(N2CCN(C(CNS(C)(=O)=O)c3ccco3)CC2)cc1 (centres undefined)	-0.5%	8.7%	8.5%	-7.5%	0.00539	-0.277	0.123	0.152	-17.1%	-19.2%	0.0%	-0.3%
24	CC(C)(C)[C@H]1C=C(C(=O)N2CCN(Cc3ccccc3)CC2)O[C@@H](OCCCCO)C1	0.1%	8.2%	-4.3%	5.4%	0.61	-0.235	0.6	-1.05	-17.1%	-8.8%	2.7%	3.4%
25	Cc1ccc2c(=O)cc(C(=O)NC3CCS(=O)(=O)C3)oc2c1C (centres undefined)	-0.1%	3.1%	13.7%	.	.	.	.	.	-11.7%	11.9%	0.2%	.
26	O=C(CCc1ccc(CCC(=O)c2cccs2)s1)c1cccs1	0.2%	-24.5%	-27.7%	4.6%	-0.866	-0.176	-0.282	0.36	20.7%	-6.1%	1.3%	-0.7%
27	CCN(C(=O)CCN1C(=O)c2ccccc2C1=O)C1CCCCC1	-0.1%	1.3%	-10.3%	4.4%	-0.474	-0.0979	-0.0592	0.65	-28.7%	2.9%	2.2%	-4.8%
28	Cc1ccc2nc(/N=C(\N)NC(=O)N3c4ccccc4Sc4ccccc43)nc(C)c2c1	1.0%	12.3%	-49.3%	13.2%	-0.655	-0.31	-0.591	0.975	30.0%	16.9%	-3.8%	-4.7%
29	Cn1c(/C(C#N)=C/Nc2ccccn2)nc2ccccc21	-0.1%	3.0%	33.2%	1.7%	-2.46	2.33	-1.03	0.111	.	34.5%	-7.7%	6.6%
30	C=CCNC(=O)C1=NOC(CNC(=O)c2c(-c3ccccc3Cl)noc2C)C1 (centres undefined)	-0.3%	9.3%	4.1%	8.2%	2.41	-0.176	0.302	-1.15	-17.8%	18.0%	0.5%	-1.4%

Single values from the results shown:
`CCN(C(=O)CCN1C(=O)c2ccccc2C1=O)C1CCCCC1` | P. falciparum M17LAP = -4.8%
`COCCNC(=O)COc1ccc(C)cc1C` | KOR beta-arrestin-2 = -0.6%

Following part:
entry	mol	GPR55 beta-arrestin	NOD2 inhibition	NOD1 inhibition	M1AAP inhibition	Dynein cargo inh	Dynein cargo inh cytoplasmic EGFP	Dynein cargo inh nuclear GR-EGFP	Dynein cargo inh cell count	KOR beta-arrestin-1	AID2073	KOR beta-arrestin-2	P. falciparum M17LAP
31	CC1(OC(=O)C2CCCC2)C(=O)C=C2C=C(c3ccsc3)N(C3CCCC3)C=C2C1=O (centres undefined)	-0.1%	10.3%	-3.9%	7.6%	1.53	-0.687	0.852	-0.939	-6.8%	-8.2%	5.1%	3.3%
32	O=c1[nH]c(/C=C/c2ccccc2[N+](=O)[O-])nc2ccccc12	-0.2%	-25.5%	-27.0%	4.5%	-0.133	-0.197	0.366	-0.973	5.8%	-2.1%	-5.9%	8.6%
33	Cc1ccc(/C=N/NC(=O)c2cccnc2)s1	0.6%	10.6%	7.8%	3.8%	1.3	-0.128	1.39	-0.804	8.1%	6.0%	-1.2%	5.6%
34	CCC(=O)Nc1cccc(-c2ccc(N3CCN(C)CC3)nn2)c1	-0.1%	-39.4%	-52.6%	.	.	.	.	.	-32.1%	1.2%	0.0%	.
35	Cc1ccc(C)c(OCCn2c(=O)c3c(ncn3C3CCCC3)n(Cc3ccccc3)c2=O)c1	-0.3%	-8.5%	-14.3%	0.5%	1.34	-0.262	0.185	-0.915	-14.7%	-1.4%	9.9%	-14.6%
36	COc1ccc(CCC(=O)N2CCCc3ccccc32)cc1	-0.2%	-14.1%	-13.9%	.	.	.	.	.	-19.4%	-5.3%	0.3%	.
37	CNC(=O)c1c(NC(=O)c2ccco2)sc2c1CCCC2	0.0%	22.4%	-17.4%	.	.	.	.	.	3.6%	14.5%	6.6%	.
38	Cc1ccc(-n2c(SCC(N)=O)nnc2-c2ccco2)cc1	-0.2%	10.8%	-6.0%	.	.	.	.	.	-10.2%	4.5%	-1.7%	.
39	Cc1c(CN(C)C)c2c(n1Cc1ccccc1)C(=O)c1ccccc1-2	0.4%	12.3%	-22.2%	1.9%	0.349	-0.208	0.145	-0.309	-28.4%	-12.6%	-7.7%	6.3%
40	COC(=O)/C=C/c1sc2nc(C)cc(C)c2c1N=CN(C)C	-0.4%	-1.9%	-16.1%	8.4%	1.61	-0.15	0.818	-2.06	9.3%	11.0%	-3.6%	2.5%
